# NCI-60 one-dose screen, 48 h, at 10 µM unless noted. Numbers give growth in % (100 = growth as untreated, 0 = no growth, -100 = all killed).
# SK-MEL-2: SK-MEL-2 melanoma. 4.7% of 77,000 active. AID 1794763
# MALME-3M: MALME-3M melanoma; 5.8% of 78,000 active
# T-47D: T-47D breast cancer; 5% of 79,000 active; AID 1794792
# LOX IMVI: LOX IMVI melanoma. 7.4% of 79,000 active. AID 1794757
# HS 578T: HS 578T breast cancer; 4.1% of 78,000 active; AID 1794788
# UACC-62: UACC-62 melanoma. AID 1794756. 5.4% of 81,000 active
# BT-549: BT-549 breast cancer. 4.4% of 78,000 active. AID 1794793
# UACC-257: UACC-257 melanoma | 4.4% of 78,000 active | AID 1794764
# * marks the source's active call; other numbers are inactive results; nt = no result given; & = joins results of further samples; [ ] = dose if it differs, or a comment. How the source made its calls: active means growth percent below 10; inactive means the rest.
SMILES,SK-MEL-2,MALME-3M,T-47D,LOX IMVI,HS 578T,UACC-62,BT-549,UACC-257
COC(=O)c1ccc(OCc2ccccc2)cc1O,119,108,108,102,103,88,91,104
CCCCn1cnc2c(SCc3ccccn3)nc(N)nc21,114,122,87,97,105,98,89,103
CCOC(=O)C1=NN(c2ccccc2)C(=O)C1N=Nc1ccc(S(=O)(=O)Nc2nnc(C)s2)cc1 (configuration not stated),118,99,102,98,113,nt,111,114
N=C(N)c1ccc(-c2ccc(-c3cccs3)s2)cc1F,-80*,-73*,-64*,-77*,-28*,-80*,-81*,nt
O=C(N/N=C/c1ccccc1O)c1ccccc1,-3.1*,nt,25,5.3*,83,14,60,-8.7*
CC1SC(c2cccs2)N(Nc2ccccc2)C1=O (configuration not stated),103,101,99,102,106,92,96,97
CC(=O)n1nc(-c2ccc(N)cc2)cc1-c1ccccn1,127,110,87,97,nt,107,83,102
C#Cc1cccc(NC(=O)Nc2ccc(NC(=O)CCl)cc2)c1,-25*[8.25 µM],-80*[8.25 µM],-40*[8.25 µM],-75*[8.25 µM],-4.8*[8.25 µM],-44*[8.25 µM],-64*[8.25 µM],35[8.25 µM]
OCCC1CCCCN1C(Cc1ccccc1)c1ccccc1 (configuration not stated),74,92,57,94,103,86,95,105
O=C1C=C(O)C2=C(CCCC2)C1=O,111,87,109,72,103,82,95,102
C/C=C/C(=O)O,nt,128,95,100,101,107,nt,137
CC(C)N(CCCNC(=O)Nc1ccc(C(C)(C)C)cc1)C[C@H]1O[C@@H](n2ccc3c(N)ncnc32)[C@H](O)[C@@H]1O,116,99,101,98,108,103,121,98
Cc1nc2cc(Nc3nc(Nc4ccc(F)cc4)nc(Nc4ccc(F)cc4)n3)ccc2n1Cc1ccccc1,118,108,89,92,90,90,95,97
Cc1ccc(NC(=O)N/N=C/c2cc3ccccc3n3nnnc23)cc1,95,107,74,95,102,91,92,109
CC[C@H](Nc1ncnc2nc[nH]c12)c1nc(NCCCCCC(=O)NO)c2ccccc2n1,93,90,93,94,101,107,106,88
O=S(=O)(NCCNc1cc(-c2cn(-c3ccccc3)nc2-c2cccc(O)c2)ccn1)c1cccc(F)c1,53,65,12,37,38,nt,48,nt
CC(C)(C)C(=O)NCCNc1nccc(Nc2ccc(S(=O)(=O)Nc3ccccn3)cc2)n1,104,96,96,99,106,102,91,95
CCOC(=O)/C(=C/c1ccc(C#N)cc1)N(CC)CC,104,99,91,97,93,101,110,101
COc1ccc(N2C(=O)CCC2=O)cc1,100,107,nt,102,103,nt,nt,88
COc1ccc(Nc2scc3[n+]2CCC3)cc1,106,109,104,108,102,101,107,98
NC[C@H]1O[C@H](OC2[C@@H](N)C[C@@H](N)[C@H](O[C@H]3O[C@H](CO)[C@@H](O)[C@H](N)[C@H]3O)[C@H]2O)[C@H](O)[C@@H](O)[C@@H]1O (some centres not stated),113,114,113,104,113,110,111,110
CSc1ncnc2c1nnn2C1OC(COC(=O)c2ccccc2)C(OC(=O)c2ccccc2)C1OC(=O)c1ccccc1 (configuration not stated),29,57,70,92,83,49,118,55
COC(=O)CC[C@H](C)[C@H]1CC[C@H]2[C@@H]3CC[C@@H]4CC5(CC[C@]4(C)[C@H]3CC(=O)[C@]12C)Nc1ccccc1NC5=NC(C)(C)C (some centres not stated),91,109,82,47,89,58,95,77
COc1cccc(COc2ccc(/C=C3\Oc4cc(O)ccc4C3=O)cc2)c1,87,14,44,nt,-7.0*,83,15,71
Nc1ccc(CCc2ccncc2)cc1,95,102,113,100,107,103,81,98
O=C(N/N=C/c1ccc(Cl)cc1)c1ccc2nc(-c3ccc([N+](=O)[O-])cc3)[nH]c2c1,111,70,88,97,101,87,108,94
O=c1c2cc(Cl)ccc2oc2ccc(OCCCCCCN3CCCCC3)cc12,109,117,92,84,96,95,101,112
Nc1cccc(CC(=O)Nc2ccccc2)c1,111,91,106,102,131,109,105,95
N/C(=N\c1nc2ccccc2s1)NC(=O)Nc1ccc(Cl)cc1,101,107,86,108,97,82,97,103
O=c1c2c3c(sc2n2c(-c4ccc(Br)cc4)nnc2n1Cc1ccccc1)CCCC3,36,75,32,62,99,65,82,89
COc1cccc(-n2nc(C(=O)NCc3ccccc3C)nc2-c2cc(OC)c(OC)c(OC)c2)c1,78,95,56,79,78,73,86,nt
COc1ccc(C(=O)c2cc3c(N)c(C(=O)Nc4cccc(Br)c4C)sc3nc2C)cc1,18,52,55,19,12,38,34,59
COc1ccc(/C(Cl)=C(\CNc2ccccn2)c2ccccc2)cc1OC,94,105,96,103,92,94,103,76
O=S(=O)(O)c1cccnc1,136,90,106,108,110,nt,111,123
Nc1nc(-c2cccc([N+](=O)[O-])c2)c(N=Nc2ccccc2Cl)s1,nt,111,58,25,57,72,72,104
COc1cc(-c2nc(-c3nnc(-c4ccccc4F)o3)c3ccccn23)cc(OC)c1OC,81,109,73,82,85,86,93,108
N#Cc1cnc(OC2CCOC2)nc1-n1cnc2ccccc21 (configuration not stated),97,105,87,94,104,102,101,107
O=C(O)CC1(CC(=O)O)CCCCC1,112,110,104,103,103,107,101,110
Cc1cc(=O)cc(C)n1-c1ccccc1,104,99,92,99,113,99,nt,106
N#CC(CCCN1CCCCC1)(c1ccccc1)c1ccccc1,107,105,98,93,103,95,104,110
COC1CC(C)C(Cl)C(C)C1/C=C/C(=O)O (configuration not stated),103,107,108,103,109,98,118,110
O=C1NN(C(=O)c2ccccc2)C(c2ccc(Cl)c(Cl)c2)=C/C1=C\c1ccc([N+](=O)[O-])cc1,100,88,77,87,78,70,52,97
CCn1c(Sc2nnc(NC(C)=O)s2)nc2c1c(=O)n(C)c(=O)n2C,103,99,93,90,86,93,93,103
CC/C=C\C[C@H](O)C/C=C1/C(=O)C=C[C@@H]1C/C=C\CCCC(=O)O,62,68,12,17,85,28,46,55
COc1cc(/C=N/NC(=O)c2cnn3c2NC(c2ccccc2)C3)ccc1OCc1ccccc1 (configuration not stated),6.3*,-20*,8.4*,22,-1.2*,-34*,-6.7*,19
O=C1NC(=S)S/C1=C\c1ccccc1Br,94&110,90&89,94&96,94&106,105&106,77&88,107&98,82&81
O=C1CS/C(=N/S(=O)(=O)c2ccc(NNc3c4ccccc4nc4ccccc34)cc2)N1c1ccccc1,92,120,96,86,92,88,99,107
NS(=O)(=O)c1ccc(-n2c(SCC(=O)Nc3ccc(S(=O)(=O)Nc4ccc(Cl)nn4)cc3)nc3ccccc3c2=O)cc1,112,93,96,91,99,93,106,90
CC[C@H]1c2ccccc2[C@@H](C(=O)O)N(C(C)=O)c2ccccc21,109,110,105,104,111,110,120,nt
CCOc1ccc2nc(C)cc(Nc3cccc(O)c3)c2c1,94,98,75,60,93,79,89,96

# Next part:
SMILES,SK-MEL-2,MALME-3M,T-47D,LOX IMVI,HS 578T,UACC-62,BT-549,UACC-257
COc1cc(/C=C2\C(=O)Nc3ccc(Br)cc32)cc(OC)c1OC,84,89,53,57,63,52,58,17
CCN(CC)CCCC(C)Nc1ncnc2ccc(OC)cc12 (configuration not stated),101,nt,89,98,104,96,102,102
O=C(c1cc2cccnc2n1-c1ccc(Cl)c(Cl)c1)N1CC(F)C1,117,132,90,89,109,92,104,99
NC(=NCCCCCCN=C(N)/N=C(\N)Nc1ccc(Cl)cc1)/N=C(\N)Nc1ccc(Cl)cc1,-32*,27,19,23,18,8.7*,11,34
Cc1cccc2c3c(sc12)C(c1ccc(Cl)cc1)c1c(nc(-c2ccc(Cl)cc2)[nH]c1=O)O3 (configuration not stated),108,nt,66,92,83,77,104,104
NC(=O)NC(=O)/C=C\C(=O)OCCc1ccccc1,99,93,91,91,109,100,88,80
O=c1oc2ccc(Cl)cc2c(=O)n1-c1cc(C(F)(F)F)cc(C(F)(F)F)c1,-34*,-34*,-9.7*,-16*,-15*,-35*,nt,-15*
Nc1ccc(S(=O)(=O)Nc2cccc(C(F)(F)F)c2)cc1,80&116,91&119,80&84,97&92,99&121,93&95,107&99,100&109
CC1(/C=N/NC(N)=O)NC(=O)NC1=O (configuration not stated),111,106,93,103,110,100,100,nt
O=C(CSc1nnc(-c2ccccc2)o1)Nc1ccc(C(=O)/C=C/c2ccc(Cl)cc2)cc1,98,97,86,86,94,99,94,79
COC(=O)[C@]12CC[C@@H](C)[C@H](C)[C@H]1[C@]13O[C@H](C1=O)[C@@H]1[C@@]4(C)CC[C@H](OC(C)=O)C(C)(C)[C@@H]4CC[C@@]1(C)[C@]3(C)CC2,96,104,nt,101,94,96,97,83
CC(=O)N1N=C(c2ccc(Nc3nc(Nc4ccc(F)cc4)nc(Nc4ccc(Cl)cc4)n3)cc2)CC1c1cccc([N+](=O)[O-])c1 (configuration not stated),100,131,72,95,143,96,216,123
COc1ccc(C(=O)N2NC(=O)/C(=C/c3c(C)nn(-c4ccccc4)c3Cl)N=C2c2ccccc2)cc1,nt,93,91,97,97,95,81,92
Nc1ccc(S(=O)(=O)NCCO)cc1[N+](=O)[O-],108,111,104,93,108,105,118,103
Cc1ccc(S(=O)(=O)CC(=O)c2cc3ccccc3oc2=O)cc1,107,95,89,100,90,94,100,100
COc1ccc2c(c1)CCCC21C(=O)Nc2c(Cl)cccc21 (configuration not stated),43,63,88,71,86,58,91,84
Fc1ccc(Nc2csc(Nc3cnccn3)n2)cc1Cl,98,102,92,89,92,81,103,103
COC(=O)C1CC=C(C)CC1 (configuration not stated),117,121,111,97,112,105,123,115
CCC[S+](CCC)CC(=O)c1ccc(-c2ccccc2)cc1,95,107,98,98,91,87,93,92
CCOC(=O)c1cc(C)n(-c2ccc(C(=O)O)cc2)c1C,32,130,102,80,91,87,76,97
Cn1cnc([N+](=O)[O-])c1/C=C1\Oc2ccc(Br)cc2C1=O,83,96,98,73,103,97,96,85
COc1ccc(C2c3c(c4cc(Cl)ccc4[nH]c3=O)Oc3ncn4nc(-c5ccco5)nc4c32)cc1 (configuration not stated),108,92,102,96,105,97,107,102
CC(C)OC(=O)CC#N,nt,nt,113,109,93,111,103,94
NC(=O)NC(CCl)NC(N)=O,104,89,nt,95,89,89,109,93
O=C(CSc1nccc(=O)[nH]1)Nc1ccc(-c2nc3ccccc3[nH]2)cc1,107,101,106,97,119,100,103,108
CCOc1cc(/C=N\NC(=O)CCCC(=O)N/N=C/c2ccc(O)c(OCC)c2)ccc1O,103,124,nt,102,93,93,114,103
CNCc1c(O)ccc2ccccc12,93,105,98,96,98,99,111,88
CCc1ccc(C2=C/C(=C/c3ccc(Br)cc3)C(=O)N2CCc2ccc(S(N)(=O)=O)cc2)cc1,103,91,76,96,88,74,93,98
O=C1c2cccc3c(-c4ccc(Cl)cc4)ccc(c23)C(=O)N1c1nc2ccccc2s1,99,72,106,86,91,82,97,106
COCC(O)CN1CCN(C)CC1 (configuration not stated),111,97,100,107,nt,101,nt,105
O=[N+]([O-])c1ccc(/C=C/C2(CCl)OCCO2)cc1,92,nt,95,81,109,90,nt,94
c1cnc2[nH]c3cc4c(cc3c2c1)OCO4,111,124,86,97,127,104,100,101
Cc1ccc(-n2nc(C(=O)O)c(N3CCOCC3)n2)cc1,105,115,100,97,96,94,98,101
O=C(NO)c1ccc(CNC(=O)[C@H]2Cc3c([nH]c4ccccc34)[C@H](c3ccccc3)N2)cc1,9.6*,15,-18*,20,17,-25*,55,21
S=C(N/N=C/c1cc(Cl)cc(Cl)c1)NC12CC3CC(CC(C3)C1)C2,116,55,-8.3*,45,nt,90,98,83
CCCCCCN(C)Cc1ccc(OCCOc2ccc(CN(C)CCCCCC)cc2)cc1,-41*,-81*,-14*,-95*,-22*,-11*,26,-53*
COC(=O)C[C@](O)(CCCC(C)C)C(=O)O[C@@H]1C(OC)=C[C@]23CCC(=O)N2CCc2cc4c(cc2[C@H]13)OCO4,109,102,98,97,94,93,128,109
CCN(CC)Cc1cc(Oc2ccc(O)c(CN(CC)CC)c2)ccc1O,nt,109,99,91,101,106,96,nt
Cc1ccccc1C(C)(O)c1cnc(C)n1Cc1ccccc1 (configuration not stated),118,99,97,87,99,93,99,100
N#CC(C#N)=Cc1nc(C2CCN(S(=O)(=O)c3ccc(F)cc3)CC2)n2ccccc12,113,113,93,94,89,95,116,118

# Structures above with fluorine:
SMILES,SK-MEL-2,MALME-3M,T-47D,LOX IMVI,HS 578T,UACC-62,BT-549,UACC-257
N=C(N)c1ccc(-c2ccc(-c3cccs3)s2)cc1F,-80*,-73*,-64*,-77*,-28*,-80*,-81*,nt
Cc1nc2cc(Nc3nc(Nc4ccc(F)cc4)nc(Nc4ccc(F)cc4)n3)ccc2n1Cc1ccccc1,118,108,89,92,90,90,95,97
O=S(=O)(NCCNc1cc(-c2cn(-c3ccccc3)nc2-c2cccc(O)c2)ccn1)c1cccc(F)c1,53,65,12,37,38,nt,48,nt
COc1cc(-c2nc(-c3nnc(-c4ccccc4F)o3)c3ccccn23)cc(OC)c1OC,81,109,73,82,85,86,93,108
O=C(c1cc2cccnc2n1-c1ccc(Cl)c(Cl)c1)N1CC(F)C1,117,132,90,89,109,92,104,99
O=c1oc2ccc(Cl)cc2c(=O)n1-c1cc(C(F)(F)F)cc(C(F)(F)F)c1,-34*,-34*,-9.7*,-16*,-15*,-35*,nt,-15*
Nc1ccc(S(=O)(=O)Nc2cccc(C(F)(F)F)c2)cc1,80&116,91&119,80&84,97&92,99&121,93&95,107&99,100&109
CC(=O)N1N=C(c2ccc(Nc3nc(Nc4ccc(F)cc4)nc(Nc4ccc(Cl)cc4)n3)cc2)CC1c1cccc([N+](=O)[O-])c1 (configuration not stated),100,131,72,95,143,96,216,123
Fc1ccc(Nc2csc(Nc3cnccn3)n2)cc1Cl,98,102,92,89,92,81,103,103
N#CC(C#N)=Cc1nc(C2CCN(S(=O)(=O)c3ccc(F)cc3)CC2)n2ccccc12,113,113,93,94,89,95,116,118

# Compound activity from PubChem.

# Compounds as they come. Share with any hit: about 11%.
